# TcdB inh – inhibitors of Clostridioides difficile toxin B glycohydrolase; P18177; TcdB glycohydrolase enzymatic assay, plate reader; inhibition, % at 9.99 µM; 350,000 compounds, 0.24% hits; in the data active = inhibition above about 10%
# BoNT-F LC inh – BoNT F light chain protease inhibition | Multiplex microsphere protease cleavage assay, flow cytometry | inhibition, % at 10 µM | 360,000 compounds, 0.22% hits | AID 588497; in the data active = inhibition above about 35%, passing the limit was not always enough; inconclusive = no clear call, values can overlap the other calls; note: plate controls were buffer without enzyme for full effect and enzyme alone for no effect
# Anthrax LF inh2 – blocks Bacillus anthracis lethal factor protease. P15917. multiplex microsphere protease cleavage assay, LF. inhibition, % at 10 µM. 360,000 compounds, 0.12% hits; note: plate controls were buffer without enzyme for full effect and enzyme alone for no effect
# Target sequence (P15917 whole entry, looked up): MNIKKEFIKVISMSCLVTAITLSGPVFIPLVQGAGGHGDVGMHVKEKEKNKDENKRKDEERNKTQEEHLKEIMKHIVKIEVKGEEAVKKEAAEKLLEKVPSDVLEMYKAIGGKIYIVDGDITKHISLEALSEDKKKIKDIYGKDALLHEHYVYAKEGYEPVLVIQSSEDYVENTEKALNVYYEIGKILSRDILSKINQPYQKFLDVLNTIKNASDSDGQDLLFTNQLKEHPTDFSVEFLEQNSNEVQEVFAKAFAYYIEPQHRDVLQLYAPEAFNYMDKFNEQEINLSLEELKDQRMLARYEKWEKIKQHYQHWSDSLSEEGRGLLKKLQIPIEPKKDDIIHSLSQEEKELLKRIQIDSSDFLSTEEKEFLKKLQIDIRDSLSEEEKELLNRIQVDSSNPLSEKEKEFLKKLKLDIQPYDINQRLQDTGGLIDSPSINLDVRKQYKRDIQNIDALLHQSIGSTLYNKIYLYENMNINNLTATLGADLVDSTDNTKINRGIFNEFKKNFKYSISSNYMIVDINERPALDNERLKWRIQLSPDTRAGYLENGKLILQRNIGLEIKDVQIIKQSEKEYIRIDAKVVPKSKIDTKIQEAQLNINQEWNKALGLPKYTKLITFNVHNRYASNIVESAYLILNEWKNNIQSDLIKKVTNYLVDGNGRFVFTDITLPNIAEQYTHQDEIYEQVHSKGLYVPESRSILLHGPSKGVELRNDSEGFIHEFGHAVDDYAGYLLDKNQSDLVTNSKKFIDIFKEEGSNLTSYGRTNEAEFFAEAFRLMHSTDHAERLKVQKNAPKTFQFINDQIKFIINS
# PrPC TRFRET – reduces human prion protein on the cell surface; 370,000 compounds, 0.43% hits; cell surface PrPC, TR-FRET read-out; inhibition, % at 13.8 µM; in the data active = inhibition above about 24%; note: 0% = median of the test wells and 100% = reference compound wells
# BoNT A protease – inhibitors of Botulinum neurotoxin A light chain protease; 360,000 compounds, 0.17% hits; inhibition, % at 10 µM; multiplex microsphere protease substrate cleavage, flow cytometry; note: plate controls were buffer without enzyme for full effect and enzyme alone for no effect
# FadD28 FP inh – M. tuberculosis FadD28 bisubstrate binding inhibition; FadD28 bisubstrate probe binding, fluorescence polarization; inhibition, % at 12.5 µM; 360,000 compounds, 0.22% hits; AID 588549; in the data active = inhibition above about 8.5%, passing the limit was not always enough; inconclusive = no clear call, values can overlap the other calls
# Yp Topo-I inh – Y. pestis Topo-I inhibition via cleavage products; AID 504884; Y. pestis Topo-I cleavage product accumulation, plate reader; activity, % at 10 µM; 360,000 compounds, 0.064% hits; in the data active = activity above about 50%, passing the limit was not always enough; inconclusive = no clear call, values can overlap the other calls; note: inactives centre near 2
# PfHsp40 rescue – restores yeast growth despite PfHsp40 toxicity; growth rescue, % at 12.5 µM; S. cerevisiae expressing PfHsp40, growth rescue, ATP luminescence; 340,000 compounds, 0.68% hits; in the data active = growth rescue above about 28%, passing the limit was not always enough; inconclusive = no clear call, values can overlap the other calls;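 note: yeast W303a lacking pdr1 and pdr3 grown in galactose medium; growth measured after three days at 30 °C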
# CCHFV vOTU inh – CCHFV vOTU protease inhibition; Pep-AMC fluorescence; inhibition, % at 11.5 µM; 370,000 compounds, 0.55% hits; in the data active = inhibition above about 30%; note: 0% = vehicle wells with enzyme and 100% = no enzyme wells
# Active calls of the source: *; u = inconclusive; x = no result given. Cut-off read from the data, not from the text of the source, unless noted: active = inhibition above about 30%; inconclusive = no clear call, values can overlap the other calls; inactive = below that.
SMILES,TcdB inh,BoNT-F LC inh,Anthrax LF inh2,PrPC TRFRET,BoNT A protease,FadD28 FP inh,Yp Topo-I inh,PfHsp40 rescue,CCHFV vOTU inh
Cn1c(Cn2cnc3ccccc32)nc2ccccc21,x,-47,-10,3,-2.1,-1.0,-8,0.4,7
CC(C)C[C@H]1COc2cc(Br)ccc2S(=O)(=O)N1,-0.2,-2,-2,1,-0.3,-2.3,8,x,5
C=CC[C@@H](CC(=O)NCCO)C(=O)N[C@@H](COC(=O)[C@@H](CC=C)Cc1ccc(F)cc1)Cc1c[nH]c2ccccc12,-0.1,-10,-5,0,-0.7,-1.7,-7,1.8,0
C=CCN(CC=C)c1cnn(-c2nc3ccccc3[nH]2)c(=O)c1Cl,0.5,-2,-2,-9,-2.6,-4.8,1,0.6,-1
COc1ccc(S(=O)(=O)Nc2ccccc2C(=O)NC(C)C)cc1OC,x,x,x,6,x,-0.6,2,-1.0,4
CC(C)CCNc1nnnc2c1sc1nc(N3CCOCC3)c3c(c12)CC(C)(C)SC3,x,-5,0,3,2.6,-3.5,-2,2.8,-6
CSc1ccc(C#N)cc1NC(=O)c1ccc(Cl)cc1Cl,x,-3,1,1,-0.4,-0.6,-6,-0.4,4
CN(CC(=O)Nc1ccccc1Cl)C(=O)c1ccc(COc2ccccc2)cc1,5.8,0,2,-10,1.0,-2.7,44,2.7,9
CCOC(=O)Nc1ccc2ncn(C)c(=O)c2c1,1.3,-6,-2,3,0.2,-1.7,-1,0.1,-2
Cc1cc(NS(=O)(=O)c2ccc(NC(=O)C(c3ccccc3)c3ccccc3)cc2)no1,x,4,0,-3,2.8,0.2,10,1.0,9
Cc1ccc(C)c(NC(=O)CN(C)C(=O)[C@@H](NC(N)=O)C(C)C)c1,1.3,-2,-11,-5,-0.1,-1.5,0,0.2,1
Cc1c([N+](=O)[O-])c([N+](=O)[O-])nn1CC(=O)NCc1cccnc1,0.1,-4,5,-4,-0.4,0.7,-4,0.9,1
CC(NC(=O)C(C)N1C(=O)c2ccccc2C1=O)c1ccccc1 (stereo not drawn),-12,24,12,10,0.3,1.9,0,-1.3,10
O=C(c1cc(C2CC2)on1)N1CCCC(N2CCN(c3cccc(C(F)(F)F)c3)CC2)C1 (stereo not drawn),-0.5,-9,0,-1,0.0,-2.4,9,1.3,15
O=C(O)COc1ccc(NC(=O)c2cccs2)cc1,1.6,-10,-4,-2,-0.6,-0.5,4,0.2,-9
Cc1cccc(CSc2nnc(NC(=O)c3ccco3)s2)c1,x,-7,-3,3,-3.5,0.7,6,3.0,-2
C=C1c2cccc(OC)c2O[C@H](C(=O)OCC)[C@@H]1CC(CC)CCCC (stereo partly drawn),2.9,-6,4,-1,-0.1,-1.7,9,2.2,18
CCOC(=O)Nc1cccc(OCC(=O)Nc2ccccc2OC)c1,x,-10,2,7,-0.4,-0.7,19,-0.3,-11
Nc1c(C=C2C=CC(=O)C=C2)c(=O)nc2sc(CC(=O)N3CCCCC3)nn12,-0.9,-3,-2,5,-2.0,-4.0,6,0.4,15
COc1ccc(-c2nc3cc(C)ccn3c2NC(=O)c2c(F)cccc2Cl)cc1,3.4,-9,7,2,0.8,0.5,19,-1.0,17
CCOC(=O)N1CCC(NC(=O)c2ccc3c(c2)N=C(CC)c2cc(C)ccc2S3)CC1,0.6,3,0,5,-0.6,-2.7,27,3.9,17
COC(=O)c1ccccc1NC(=O)CSc1ncccn1,1.4,5,-12,4,0.0,-2.5,1,0.5,1
COc1cc(SC)ccc1C(=O)Nc1ccc(Cl)cn1,1.3,-8,-6,3,-0.4,-2.9,2,-0.3,12
COc1cccc(Nc2c(F)c(OC)c(F)c(F)c2C(=O)O)c1,x,u,-2,2,0.1,-0.9,-4,-0.6,-5
C=C(C)c1cccc(C(C)(C)NC(=O)Nc2cc(C)ccc2OC)c1,x,2,1,15,1.8,-2.0,12,0.3,0
O=C(C(=O)N1CCc2ccccc2C1)c1cn(CC(=O)N2CCCC2)c2ccccc12,x,-18,3,4,0.9,-0.2,-5,-1.5,9
CC(=O)N1c2ccc(S(=O)(=O)N3CCC(C(=O)N4CCN(c5ccccc5)CC4)CC3)cc2CC1C (stereo not drawn),-7.0,4,-3,10,0.4,-2.8,8,-0.3,19
CCOc1ccc(/C=N/Nc2ccccn2)cc1OC,-4.3,-4,-1,-5,-1.1,-3.5,-18,1.1,20
O=C(Nc1ccc(S(=O)(=O)Nc2ncccn2)cc1)c1ccccc1NS(=O)(=O)c1ccc(Cl)cc1,-1.9,3,-14,4,-0.7,0.4,2,-1.5,-7
CCn1c(O)c(C=Nc2ccccc2)n(-c2ccccc2)c1=S,4.7,4,2,5,0.4,0.2,9,-0.1,3

# Looked up above.
# Reading of CCOC(=O)Nc1cccc(OCC(=O)Nc2ccccc2OC)c1 under PrPC TRFRET: 7
# Reading of CCOC(=O)Nc1ccc2ncn(C)c(=O)c2c1 under FadD28 FP inh: -1.7
# Reading of O=C(Nc1ccc(S(=O)(=O)Nc2ncccn2)cc1)c1ccccc1NS(=O)(=O)c1ccc(Cl)cc1 under PfHsp40 rescue: -1.5
# Reading of COc1ccc(S(=O)(=O)Nc2ccccc2C(=O)NC(C)C)cc1OC under PfHsp40 rescue: -1.0
# Reading of COc1cc(SC)ccc1C(=O)Nc1ccc(Cl)cn1 under BoNT-F LC inh: -8
# Reading of CSc1ccc(C#N)cc1NC(=O)c1ccc(Cl)cc1Cl under PrPC TRFRET: 1

# Returning to the listing, repeating the six entries before the break.
SMILES,TcdB inh,BoNT-F LC inh,Anthrax LF inh2,PrPC TRFRET,BoNT A protease,FadD28 FP inh,Yp Topo-I inh,PfHsp40 rescue,CCHFV vOTU inh
C=C(C)c1cccc(C(C)(C)NC(=O)Nc2cc(C)ccc2OC)c1,x,2,1,15,1.8,-2.0,12,0.3,0
O=C(C(=O)N1CCc2ccccc2C1)c1cn(CC(=O)N2CCCC2)c2ccccc12,x,-18,3,4,0.9,-0.2,-5,-1.5,9
CC(=O)N1c2ccc(S(=O)(=O)N3CCC(C(=O)N4CCN(c5ccccc5)CC4)CC3)cc2CC1C (stereo not drawn),-7.0,4,-3,10,0.4,-2.8,8,-0.3,19
CCOc1ccc(/C=N/Nc2ccccn2)cc1OC,-4.3,-4,-1,-5,-1.1,-3.5,-18,1.1,20
O=C(Nc1ccc(S(=O)(=O)Nc2ncccn2)cc1)c1ccccc1NS(=O)(=O)c1ccc(Cl)cc1,-1.9,3,-14,4,-0.7,0.4,2,-1.5,-7
CCn1c(O)c(C=Nc2ccccc2)n(-c2ccccc2)c1=S,4.7,4,2,5,0.4,0.2,9,-0.1,3
O=c1[nH]ncc2c3ccccc3n(Cc3cccc(Cl)c3)c12,-2.7,-4,-1,1,-0.9,-1.6,-2,0.3,-7
CC(NC(=O)CCNC(=O)c1ccc(C(C)(C)C)cc1)c1ccccc1 (stereo not drawn),1.6,-24,-11,-9,-0.2,0.8,12,1.6,14
CCn1c(CSc2nc(C)cc(C)n2)nnc1SCC(=O)N1CCCc2ccccc21,x,2,2,-1,-0.6,0.2,20,1.1,-1
COc1ccc([N+](=O)[O-])cc1N(CC(=O)NC1CCCCC1)S(C)(=O)=O,1.1,6,0,-12,-0.2,-0.7,3,-0.5,-2
CC1CCC(NC(=O)c2nn(C)c3c2CSc2ccccc2-3)CC1 (stereo not drawn),-2.3,2,-2,-6,0.1,-0.8,9,-1.3,25
Cc1ccc(C(=O)Cn2nnc(-c3ccccc3)n2)cc1,-0.2,7,-5,10,-0.3,-0.9,9,-0.3,-6
COc1ccc(OC)c(S(=O)(=O)N2CCC(C(=O)NCCc3ccc(OC)c(OC)c3)CC2)c1,x,5,-1,-2,0.5,-4.5,11,-1.7,17
COc1ccc(N2CCN(C(=O)c3cc(-c4cc(OC)ccc4OC)nc4ccccc34)CC2)cc1,-0.1,10,-4,-2,-0.9,-0.8,-5,1.2,10
CC1CN(c2ccc(NC(=S)NNCCC#N)cc2)CC(C)O1 (stereo not drawn),-64,-3,-6,-9,-1.2,-2.1,-4,-0.2,-13
CN1C(=O)C(c2ccc([N+](=O)[O-])cc2[N+](=O)[O-])C(=O)N(C)C1=O,0.5,-16,-7,-37,-3.6,-1.6,-4,0.5,1
COc1ccc(-c2csc(/C(C#N)=C\c3ccc(O)c([N+](=O)[O-])c3)n2)cc1OC,0.9,1,1,1,-0.3,9.5*,-15,0.0,-2
O=C1NC(=O)/C(=C/c2ccc(-c3cc(C(=O)O)ccc3Cl)o2)S1,0.9,-11,-5,-9,-6.9,0.7,-1,-0.6,24
CC(=O)C1(C)N(O)C(C)(C)C(c2ccco2)=[N+]1[O-] (stereo not drawn),x,-8,3,4,-0.8,-1.9,-4,2.1,-7
Cc1ccc(CNC(=O)CN(C(=O)C2(C)CC(=O)N=C3C=CC=CN32)c2cc(C)ccc2C)cc1 (stereo not drawn),2.1,4,0,-3,-1.4,x,3,-0.3,-77
COc1ccc(C(=O)Nc2nnc(C(F)(F)F)s2)cc1,x,7,1,-2,0.9,-0.3,-1,7.0,-3
COc1cccc(-c2cnc(C(O)c3ccc(Cl)c(Cl)c3)[nH]2)c1 (stereo not drawn),0.3,-6,-5,3,-0.3,-4.5,-2,x,-4
COCC(C)NC(=O)Cc1ccc(F)cc1 (stereo not drawn),x,-3,-1,8,-0.2,0.2,1,-0.5,-3
O=C(CSc1nnc(NC(=O)c2ccccc2)s1)NC1CCCC1,1.2,-7,-2,-3,-2.0,x,-6,0.8,0
O=C(c1ccc(NS(=O)(=O)c2ccccc2)cc1)N1CCCC1,x,2,1,-3,0.1,0.3,3,-0.7,3
COC(=O)C1=C(C)N(CCc2cc(OC)c(OC)c(OC)c2)C(=O)N[C@H]1c1ccccc1,0.1,6,-5,3,0.0,-2.4,10,0.1,13
CCN1CCN(C(=O)Cn2c(=O)sc3ccccc32)CC1,0.4,-4,-4,2,0.3,-2.7,-6,-2.3,9
Oc1c(CN2CCOCC2)cc(COCc2ccccc2)c2cccnc12,x,-12,-4,-1,-1.9,-1.3,14,65*,-4
O=C(NC1CCCC1)c1ccccc1OCc1ccccc1,5.2,-2,-2,7,-0.4,-2.0,12,0.0,-1
N#Cc1ccccc1S(=O)(=O)N1CCN(Cc2cc3c(cc2Br)OCCO3)CC1,0.3,-6,-3,-4,-0.2,-3.2,25,x,10
O=C1c2cnc3nc(SCc4ccccc4)nn3c2CC2c3ccccc3CCN12 (stereo not drawn),x,9,2,1,2.7,-1.0,-6,-1.3,-3
O=C(CNC(=O)c1ccco1)Nc1ccc(S(=O)(=O)N2CCCC2)cc1,x,-9,1,-1,-5.9,-4.2,7,-1.5,-6
CC(=O)NC(=O)NC(C)Cc1ccccc1 (stereo not drawn),x,9,4,-2,1.4,-2.1,7,-1.5,2
CN1CC(=O)N(CC(=O)N2N=C(c3ccc(Cl)cc3)CC2c2ccco2)C1=O (stereo not drawn),0.3,-2,-4,3,-1.0,-0.6,-13,-0.2,-19
Cc1c(/C=N/Nc2ccc(F)cc2)c(O)n(C)c(=O)c1C#N,0.9,-4,1,1,0.3,-2.1,-9,0.6,9
COc1ccc(C(=O)NC(=S)NCc2ccco2)cc1,x,x,-4,8,u,-0.8,4,2.9,-2
Cc1ccc(SCCN2CCN(Cc3ccccc3)CC2)cc1,0.7,u,-12,0,-7.2,-1.7,28,0.4,9
Cc1cc(C)nc(NN2C(=O)/C(=C/c3ccccc3)SC2=S)n1,x,-1,-1,7,0.5,0.3,-4,0.3,-2
CCC(C(=O)Nc1ccon1)c1ccccc1 (stereo not drawn),1.3,-9,-4,-2,-3.6,-0.6,4,8.4,10
COc1ccc(CCNC(=O)c2cccnc2)cc1,x,-10,-8,-5,0.3,-3.6,2,-1.3,-19

# Source: PubChem

# Random draw from the library; overall some 2.3% were active at least once.
